Compound activity (PubChem)
Tb MetRS inh – Trypanosoma brucei MetRS inhibition; purified T. brucei MetRS, ATP depletion, Kinase-Glo luminescence; inhibition, % at 11.9 µM; 360,000 compounds, 0.4% hits;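 active = inhibition above a per-plate cutoff of the control wells' mean inhibition plus 3 SD, cut at about 5.5% in these data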;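 also: 0% = DMSO wells median and 100% = median of wells with control inhibitor compound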
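Test system – parasite MetRS enzyme · Reagent – substrates ATP, L-methionine and bulk Escherichia coli tRNA · Doses – 11.9 µM compound single dose, 0.9% DMSO · Times – 15 min enzyme-compound preincubation, 2 h reaction, 10 min detection, 25 °C · Signal – Kinase-Glo luminescence, ATP depletion format · Controls – DMSO-only wells as low control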
NadD block – inhibitors of Staphylococcus aureus NadD; purified NadD enzyme, colorimetric absorbance read-out; inhibition, % at 20 µM; 360,000 compounds, 0.78% hits; AID 602399; in the data active = inhibition above about 26%; also: some compounds past the cut are filed as inactive
STEP block – inhibitors of human striatal-enriched phosphatase STEP; P54829; recombinant STEP, OMFP fluorogenic substrate, fluorescence; inhibition, % at 20 µM; 360,000 compounds, 0.25% hits; AID 588621;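 active = inhibition at 20 µM, scaled per plate between control wells, above about 37%, limit read from the data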;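 also: 0% = DMSO with enzyme and substrate and 100% = substrate only without enzyme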
Target sequence (P54829 whole entry, looked up): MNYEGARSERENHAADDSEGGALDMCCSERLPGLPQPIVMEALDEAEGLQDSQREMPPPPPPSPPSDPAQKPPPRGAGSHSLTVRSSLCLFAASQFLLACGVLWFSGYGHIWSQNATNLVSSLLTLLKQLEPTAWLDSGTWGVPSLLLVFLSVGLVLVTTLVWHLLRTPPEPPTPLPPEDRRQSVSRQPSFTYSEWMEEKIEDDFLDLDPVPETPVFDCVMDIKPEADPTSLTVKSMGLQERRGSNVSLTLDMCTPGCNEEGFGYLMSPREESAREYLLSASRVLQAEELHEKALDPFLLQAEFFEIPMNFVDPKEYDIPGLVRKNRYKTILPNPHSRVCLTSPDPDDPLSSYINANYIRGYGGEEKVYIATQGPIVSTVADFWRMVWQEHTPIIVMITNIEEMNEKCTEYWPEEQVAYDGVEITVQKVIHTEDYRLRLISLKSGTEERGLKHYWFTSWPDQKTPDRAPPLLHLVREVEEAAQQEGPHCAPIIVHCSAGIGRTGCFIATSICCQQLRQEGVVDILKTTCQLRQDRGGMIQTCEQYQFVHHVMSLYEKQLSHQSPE
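System: STEP phosphatase, cell-free reaction; Buffer or medium: Bis-Tris pH 6.0 buffer with DTT, detergent; Incubation: 20 min at room temperature, dark; Measured by: fluorescence, 480/540 nm.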
Neddyl block – inhibitors of human cullin neddylation | P61081+Q13564 | TR-FRET cullin neddylation, biochemical | calls only at 25 µM | 360,000 compounds, 0.58% hits | AID 651699; in the data active = inhibition above about 36%
LMPTP block – blocks human LMPTP phosphatase | AID 651560 | 360,000 compounds, 0.22% hits | P24666 | recombinant LMPTP-A, OMFP fluorogenic substrate, fluorescence intensity | inhibition, % at 20 µM;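 active = compounds that cut the enzyme signal by at least half of the control window in the single-dose screen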;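 also: plate controls were DMSO wells with enzyme plus substrate for no effect and substrate without enzyme for full effect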
Target sequence (P24666 whole entry, looked up): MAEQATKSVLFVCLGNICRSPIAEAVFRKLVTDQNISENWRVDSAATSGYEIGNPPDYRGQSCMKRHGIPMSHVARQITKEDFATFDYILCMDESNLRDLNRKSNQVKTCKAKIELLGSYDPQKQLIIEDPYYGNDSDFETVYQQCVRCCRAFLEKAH
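Test system – LMPTP-A enzyme · Amount – LMPTP-A at 0.625 nM final in the reaction · Buffer or medium – Bis-Tris pH 6.0, DTT, detergent · Reagent – OMFP 400 µM · Doses – single 20 µM dose · Schedule – reaction 50 min, room temperature, dark · Detection – fluorescence intensity of OMFP turnover product · Evaluation – percent inhibition versus substrate-only and uninhibited controls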
SUMO1-SIM PPI – modulators of human SUMO1-mediated protein-protein interactions; 360,000 compounds, 0.33% hits; P63165; inhibition, % at 20 µM; SUMO1 binding to a labelled peptide, TR-FRET, 1 h; in the data active = inhibition above about 37%
Target sequence (P63165 whole entry, looked up): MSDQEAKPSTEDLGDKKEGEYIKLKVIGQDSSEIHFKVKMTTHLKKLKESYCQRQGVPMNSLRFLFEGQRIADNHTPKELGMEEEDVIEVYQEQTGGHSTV
SKN-1 block – inhibitors of C. elegans SKN-1; C. elegans VP596 Pgst-4::GFP/RFP ratio, acrylamide-induced, 24 h; inhibition, % at 21.8 µM; 360,000 compounds, 0.49% hits;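 active = interference check ratio from 0.5 to 1.5 plus GFP to RFP signal ratio inhibition reaching or exceeding a fixed threshold, cut at about 30% in these data, passing the limit was not always enough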; also: some compounds called inactive have numbers as strong as hits
Scp1 inh – Scp-1 (human) phosphatase inhibition | Recombinant Scp1, phosphopeptide, malachite green phosphate absorbance | inhibition, % at 20 µM | 340,000 compounds, 0.88% hits | AID 493091;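 active = inhibition above about 50% at 20 µM, limit read from the data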;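 also: plate controls were DMSO wells with enzyme for no effect and wells lacking enzyme for full effect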
Target sequence (Q9GZU7 76-261 limits assumed): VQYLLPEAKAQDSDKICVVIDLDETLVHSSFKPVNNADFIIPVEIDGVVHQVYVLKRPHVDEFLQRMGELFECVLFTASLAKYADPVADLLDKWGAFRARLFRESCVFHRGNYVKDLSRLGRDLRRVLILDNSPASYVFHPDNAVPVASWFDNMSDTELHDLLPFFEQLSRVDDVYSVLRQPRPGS
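Test system: SCP-1 phosphatase catalytic domain, residues 76-261; measured by: colorimetric phosphate reagent with accelerator and stabiliser, absorbance at 630 nm; timing: enzyme reaction 45 min at room temperature, colour 5 min, stabilisation 30 min; also added: Phosphorylated 17-residue peptide substrate; compound dosing: one concentration, 20 µM, with 1.0% DMSO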
CendR NRP1 mod – NRP-1/CendR interaction modulation; 360,000 compounds, 0.85% hits; O14786; inhibition, % at 25 µM; FAM-RPARPAR peptide binding to NRP-1, fluorescence polarization; AID 602438;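 active = inhibition or corrected inhibition above about 18%, plus a signal ratio from 0.5 to 1.5, limit read from the data, passing the limit was not always enough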; also: strong numbers were not always called active
DNMT1 block – blocks human DNA methyltransferase DNMT1; 360,000 compounds, 0.83% hits; AID 588458; DNMT1 molecular beacon, Hinp1I cleavage, fluorescence; inhibition (reported as % activation of signal), % at 10 µM; in the data active = inhibition above about 50%
An asterisk follows results filed as active; i = inactive; · = not tested or not shown.

SMILES	Tb MetRS inh	NadD block	STEP block	Neddyl block	LMPTP block	SUMO1-SIM PPI	SKN-1 block	Scp1 inh	CendR NRP1 mod	DNMT1 block
Cc1cc(C)c(S(=O)(=O)N2CCc3ccccc32)c(C)c1	-0.4	3	-1	i	1.1	1	40	2	-88	2
Cn1c(CN2CCN(c3ccccc3NS(C)(=O)=O)CC2)nc2ccccc21	0.1	-4	-1	i	1.1	4	7	-1	9	0
CCOc1ccccc1N1C(=O)CC(Sc2nccc(C)n2)C1=O (centres undefined)	0.3	-7	-5	i	-0.7	-1	-4	-9	-5	1
O=C(CSc1nnc(NC(=O)c2ccco2)s1)Nc1ccccc1Cl	-0.2	2	0	i	1.4	5	11	-3	-8	0
CCCC(=O)Nc1ccc(C(=O)n2nnc3ccccc32)cc1	-0.3	1	-1	i	-2.2	-2	-7	10	-9	1
CCOc1ccc(C2=Nn3c(nnc3-c3cccnc3)SC2)cc1	-0.6	5	0	i	-0.8	-1	16	3	7	-3
O=C(Nc1c(Cl)ccc2nsnc12)c1ccc(Br)o1	0.1	-2	7	i	-0.4	-27	5	·	-1	-2
CN(C(=O)CN1C(=O)S/C(=C\c2ccccc2)C1=O)C1CCS(=O)(=O)C1 (centres undefined)	-0.6	-2	1	i	-1.5	-34	-16	-7	8	0
CC(C)CC(NC(=O)C1CCC(=O)N1C(=O)OCc1ccccc1)C(=O)NC(Cc1ccccc1)C(N)=O (centres undefined)	-0.5	3	-2	i	-1.1	8	14	3	12	22
CC1(C)Cc2nc3sc4c(=O)n(Cc5ccccc5)cnc4c3cc2CS1	-2.0	10	1	i	1.4	1	12	-5	-2	-4
O=C(N/N=C/c1ccccc1[N+](=O)[O-])c1cnccn1	0.9	6	-1	i	-1.1	-26	-8	3	11	0
Cc1cccc(Nc2nc(N)c([N+](=O)[O-])c(N3CC(C)CC(C)C3)n2)c1 (centres undefined)	-0.6	10	-3	i	3.3	8	12	6	8	-23
CC(C)CN(C(=O)COC(=O)c1ccc2c(c1)NC(=O)CS2)C1CCS(=O)(=O)C1 (centres undefined)	0.2	6	10	i	1.1	11	17	0	0	-5
Cc1cc(C)n(CCOC(=O)c2sc3ccccc3c2Cl)n1	-1.2	2	-1	i	2.2	-19	-2	-3	-13	-2
CC(=O)Nc1ccc2oc(-c3cc(F)c(F)cc3Cl)nc2c1	0.0	-2	-4	i	0.8	-2	12	-10	3	3
O=C(CNC(=O)OCc1ccccc1)Oc1ccc2ccc(=O)oc2c1	-0.5	-6	1	·	-1.4	0	-11	-7	-28	1
Cc1cc(C)n2nc(SCCC(=O)NCc3ccccc3)nc2n1	3.6	-4	-2	i	-3.0	0	1	-7	4	2
COC(=O)c1ccccc1NC(=O)c1ccc(-c2ccc(Br)cc2)o1	-1.0	0	0	i	-3.2	4	6	-8	2	2
CCOC(=O)C1=C(O)/C(=C\c2cccs2)N=C1C	0.3	2	4	i	-0.4	-12	9	-14	-4	13
O=C(NC(CO)C(=O)OCc1ccccc1)OCc1ccccc1 (centres undefined)	-0.5	-4	0	i	-1.6	2	-10	-5	13	3
CC(C)NS(=O)(=O)c1ccc(CCC(=O)Nc2ccc3c(c2)OCO3)cc1	-0.7	4	2	i	1.3	3	11	-1	2	-7
CCOc1ccccc1N1CCN(Cc2ccc(OC)c(OC)c2)CC1	-0.8	-2	9	i	-2.2	-6	7	-5	-2	1
COc1ccccc1N1CCN(C(=O)CN2C(=O)C3CCCCC3C2=O)CC1 (centres undefined)	-0.4	-4	-4	i	-0.5	-1	0	-11	4	-3
c1ccc2nc3c(nc2c1)CCCC3	-0.2	-2	-2	i	-0.7	-10	7	-4	-3	-1
CCOC(=O)C1CCN(C(=O)COc2ccc(S(=O)(=O)N3CCCC3)cc2C)CC1	-0.3	1	1	i	-1.2	-1	-1	-1	4	-2
COc1ccc2nc(N3CCC(O)CC3)c(C#N)cc2c1	0.7	-8	-1	·	-0.4	-6	-7	-8	-5	-15
Cc1cc(SCC(=O)c2ccc(O)c(O)c2)n2nc(C)c(-c3ccccc3)c2n1	-0.7	25	18	i	8.0	-3	14	-7	-52	-4
COc1ccccc1CN(C)C(=O)CSCC(=O)Nc1ccccc1F	0.1	-5	-2	i	-1.5	5	16	-5	-6	3
O=S(Cc1ccc(Br)cc1)Cc1nnc(SCc2c(F)cccc2Cl)n1-c1ccccc1 (centres undefined)	-1.2	1	1	i	0.1	0	1	4	13	1
O=C1c2ccccc2C(=O)N1CC(=O)N1c2ccccc2CCc2ccccc21	-0.3	1	2	i	1.3	-3	9	-11	-9	-7
Cc1ccc(OCCCCN2CCC(C)CC2)cc1	-0.3	-1	8	i	-2.7	1	0	-12	0	2
COc1ccc(-c2nc3scc(-c4ccc(OC)c(OC)c4)c3c(=O)o2)cc1	0.4	-11	2	i	4.9	3	9	-36	-14	17
O=C(NCc1ccc(Cl)cc1)C(=O)NCC1OCCN1C(=O)c1cccs1 (centres undefined)	-0.1	-3	0	i	0.4	-4	7	-10	-5	-1
Cc1cc(=O)[nH]c(Nc2cccc(F)c2)n1	1.4	0	-1	i	-1.5	6	3	-4	-5	-2
CC(C)=CCN1CCN(Cc2ccc(C#CC(C)(C)O)cc2)CC1CCO (centres undefined)	0.0	-2	-1	i	1.0	-3	1	-6	11	3
O=C(CSc1nnnn1-c1ccccc1F)NNC(=O)c1ccco1	-0.8	-3	-3	i	-1.4	1	2	2	8	-1
O=C(Nc1ccc(Oc2ncnc3cc(Cl)ccc23)nc1)c1cccs1	0.3	-5	0	i	4.7	-6	21	-8	-14	46
O=C(NN(Cc1ccccc1)Cc1ccccc1)c1ccccc1	-0.2	0	-1	i	-1.4	-4	2	-10	16	2
CC(C)(C)C(=O)Cn1ncc(Br)c(Br)c1=O	-0.4	2	5	i	-0.3	-5	7	-3	-16	13
O=C1COc2ccc(S(=O)(=O)CCC(=O)N3CCN(c4ccccc4)CC3)cc2N1	0.4	-3	-2	i	1.3	2	6	-11	-12	2
CCCNc1nc(-c2cc(C(=O)Nc3ccccc3)on2)cc(C(C)C)n1	-0.1	1	-3	i	3.6	5	8	4	12	-4
Nc1nnn(CC(=O)N/N=C/c2ccccc2)n1	-0.5	-2	0	i	-0.3	-8	3	-2	-11	0
Cc1ccc(/C=C/c2nnc(-c3ccccc3)o2)cc1	-1.2	-9	2	i	1.6	-8	0	-7	7	3
Cc1nc(-c2ccc(Cl)cc2)sc1C1(C)CC(c2ccc(Cl)cc2)=NO1 (centres undefined)	0.3	0	-1	i	2.5	3	5	4	-6	-3
Cc1csc(CNC(=O)c2cc(COc3c(C)cccc3C)on2)n1	-0.6	5	-2	i	1.0	1	12	34	-4	1
Nc1nc(N)c2ncn(C3C=CC(CO)C3)c2n1 (centres undefined)	-1.0	4	2	i	-0.9	7	11	·	8	-3
COc1ccc([C@@H]2[C@@H]3C(=O)N(C(C)(C)C)C(=O)[C@@H]3[C@]3(Cc4ccc(Cl)cc4)C(=O)N(c4ccc(Br)cc4)C(=O)N23)cc1	0.1	8	3	i	2.8	-5	-1	-14	10	-4
CC1CCN(C(=O)Cn2cc(C(F)(F)F)ccc2=O)c2ccccc2S1 (centres undefined)	-0.3	-6	0	i	-0.4	7	0	4	5	4
CC(=O)c1c(C)[nH]c(C(=O)Nc2ccc(F)c(F)c2F)c1C	-0.1	1	-3	i	-0.9	-8	1	2	8	1
Cc1ccc(C(=O)N2CCCC(C(F)(F)F)C2)cc1S(=O)(=O)N1CCCCC1 (centres undefined)	-0.4	2	-1	i	0.0	0	16	-4	11	2

The listing continues.
SMILES	Tb MetRS inh	NadD block	STEP block	Neddyl block	LMPTP block	SUMO1-SIM PPI	SKN-1 block	Scp1 inh	CendR NRP1 mod	DNMT1 block
COc1ccccc1-n1c(SCC(=O)Nc2cccc(C(=O)O)c2)nnc1-c1ccccc1C	-0.2	6	-1	i	-1.5	0	2	0	-19	1
Cn1c(NCc2ccccc2)nc2cc(-c3ccccc3)sc2c1=O	-0.2	6	0	i	1.3	-6	4	·	-2	4
O=C(CCCNS(=O)(=O)c1ccc(Cl)c(Cl)c1)NCCc1ccccn1	0.2	-2	2	i	-1.0	1	13	-7	2	2
COc1cc(S(=O)(=O)N2CCC(N3CCCCC3)CC2)ccc1-n1cnnn1	-0.1	7	0	i	2.0	2	-5	8	9	-3
CCC(C)(C)C1CCC2(CC1)NC(=O)N(CC(=O)N1CCN(c3ccccc3OC)CC1)C2=O (centres undefined)	-0.4	1	2	i	0.8	-12	-6	·	11	-3
N/C(=N\OC(=O)c1ccc(Cl)c([N+](=O)[O-])c1)c1ccccn1	-1.3	-4	0	i	-0.2	-23	-9	3	5	10
COc1ccc(NS(=O)(=O)c2ccc(O)c(C(=O)OCC(=O)Nc3ccc4c(c3)OCCO4)c2)cc1	-0.4	6	-1	i	0.4	7	5	-10	4	-8
CCOc1ccc(C2C([N+](=O)[O-])=C(C)N(C)C(=O)N2C)cc1OC (centres undefined)	-0.5	-1	0	i	0.5	-9	-3	2	8	2
CC(C)OC(=O)CSc1nnc(CNc2cccc(Cl)c2)n1C	0.1	-1	-4	i	-0.2	-1	1	-6	7	0
CCOCC(=O)Nc1nnc(COCC)s1	-0.3	-5	2	i	-1.3	4	14	0	-1	6
CSc1nnc2c(n1)OC1(Nc3ccccc3-2)C(=O)Nc2ccccc21 (centres undefined)	0.3	2	-1	i	0.0	-4	10	-19	1	0
CC(=O)N1c2ccc(S(=O)(=O)N3CCCCC3)cc2CC1C(=O)Nc1cccc(C)c1 (centres undefined)	0.2	3	1	i	-0.6	-1	-4	-4	-12	-4

Sorted by the number under NadD block (lowest first): 3 of the compounds above.
SMILES	Tb MetRS inh	NadD block	STEP block	Neddyl block	LMPTP block	SUMO1-SIM PPI	SKN-1 block	Scp1 inh	CendR NRP1 mod	DNMT1 block
CC1CCN(C(=O)Cn2cc(C(F)(F)F)ccc2=O)c2ccccc2S1 (centres undefined)	-0.3	-6	0	i	-0.4	7	0	4	5	4
COc1ccccc1N1CCN(C(=O)CN2C(=O)C3CCCCC3C2=O)CC1 (centres undefined)	-0.4	-4	-4	i	-0.5	-1	0	-11	4	-3
COc1ccc([C@@H]2[C@@H]3C(=O)N(C(C)(C)C)C(=O)[C@@H]3[C@]3(Cc4ccc(Cl)cc4)C(=O)N(c4ccc(Br)cc4)C(=O)N23)cc1	0.1	8	3	i	2.8	-5	-1	-14	10	-4

Reprinted at random: 2 entries already listed.
SMILES	Tb MetRS inh	NadD block	STEP block	Neddyl block	LMPTP block	SUMO1-SIM PPI	SKN-1 block	Scp1 inh	CendR NRP1 mod	DNMT1 block
O=C(CCCNS(=O)(=O)c1ccc(Cl)c(Cl)c1)NCCc1ccccn1	0.2	-2	2	i	-1.0	1	13	-7	2	2
CC(=O)N1c2ccc(S(=O)(=O)N3CCCCC3)cc2CC1C(=O)Nc1cccc(C)c1 (centres undefined)	0.2	3	1	i	-0.6	-1	-4	-4	-12	-4
